STAT1 act: STAT1 signaling activation; NIH 3T3 STAT1-luciferase reporter, IFN-gamma, luminescence; 100% = IFN-gamma alone, no compound; activation (% of control), % at 5.5 µM; actives 2.6% (n = 200,000); AID 932;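 active = activation above the screen-wide mean activation plus 3 SD, cut at about 130% in these data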;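 note: raw ratio to IFN-gamma control signal so 100% means no change and 0% no light; values of inactives mirror those of a sister screen read the other way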
Redox H2O2 prof: compounds producing H2O2 with reducing agent – biochemical, NIH compound library profiling, artefact control for MLSCN library redox annotation, primary screen; actives 0.03% (n = 200,000); DTT-dependent redox cycling H2O2, phenol red/HRP absorbance; 100% = 100 µM peroxide control, 0% = buffer; activation, % at 10 µM;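 active = activation of at least 50% relative to the plate's high and low controls in the primary single-dose screen; inactive = activation below 50%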;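 note: compound incubated with DTT at 0.8 mM final as the reducing agent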
Hsp70 activator: transcriptional activators of Hsp70; HeLa Hsp70 promoter luciferase reporter, luminescence; scaled: vehicle 0, proteasome-inhibitor control 100%; activation, % at 10 µM; actives 0.04% (n = 200,000);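 active = activation above the mean across all tested compounds plus 3 SD, cutoff set per campaign, cut at about 5.5% in these data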;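 note: 100% = MG132 at 30 µM as the positive control and 0% = DMSO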
Efa HMGR inh: inhibitors of class II HMG-CoA reductase from Enterococcus faecalis; purified E. faecalis HMGR, NADPH absorbance 340 nm kinetic; inhibition, % at 10 µM; actives 0.41% (n = 190,000);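 active = inhibition above a set limit, the median over all tested compounds plus 3 SD, cut at about 9.5% in these data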;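 note: enzyme runs in reverse so mevalonate oxidation gives rising NADPH absorbance; 0% = complete reaction with DMSO and 100% = background rate lacking mevalonate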
TLR4-MyD88 BLA: TLR4-MyD88 interaction inhibition in cells. AID 861. inhibition, % at 8.4 µM. O00206+Q99836. HeLa CL3-4 TLR4/MyD88 BLA complementation, FRET ratio. actives 0.18% (n = 200,000); in the data active = inhibition above about 25%;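 note: 0% = vehicle and 100% = reference inhibitor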
Target sequence (O00206 whole entry, looked up): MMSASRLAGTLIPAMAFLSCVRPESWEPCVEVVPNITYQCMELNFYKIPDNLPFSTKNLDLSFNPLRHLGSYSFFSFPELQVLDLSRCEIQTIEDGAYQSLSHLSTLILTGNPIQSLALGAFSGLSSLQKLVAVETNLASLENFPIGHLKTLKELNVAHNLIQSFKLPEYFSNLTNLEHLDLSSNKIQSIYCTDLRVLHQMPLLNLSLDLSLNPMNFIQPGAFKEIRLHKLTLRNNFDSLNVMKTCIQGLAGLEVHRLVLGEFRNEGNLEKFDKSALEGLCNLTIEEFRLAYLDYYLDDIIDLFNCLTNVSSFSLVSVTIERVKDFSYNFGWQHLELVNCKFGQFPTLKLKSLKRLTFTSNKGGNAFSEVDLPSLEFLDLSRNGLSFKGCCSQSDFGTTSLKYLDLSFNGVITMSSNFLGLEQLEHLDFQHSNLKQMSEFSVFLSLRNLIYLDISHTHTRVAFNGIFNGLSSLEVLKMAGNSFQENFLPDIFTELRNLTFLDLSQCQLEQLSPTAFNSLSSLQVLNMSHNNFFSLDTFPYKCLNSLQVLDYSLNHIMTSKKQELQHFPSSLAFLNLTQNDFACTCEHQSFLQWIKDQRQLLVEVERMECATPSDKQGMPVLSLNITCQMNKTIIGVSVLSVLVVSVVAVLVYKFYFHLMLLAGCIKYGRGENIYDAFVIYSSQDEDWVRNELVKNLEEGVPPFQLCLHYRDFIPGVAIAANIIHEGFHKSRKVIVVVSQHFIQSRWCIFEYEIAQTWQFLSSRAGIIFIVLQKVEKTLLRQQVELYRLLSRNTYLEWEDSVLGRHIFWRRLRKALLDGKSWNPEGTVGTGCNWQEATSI
Target sequence (Q99836 whole entry, looked up): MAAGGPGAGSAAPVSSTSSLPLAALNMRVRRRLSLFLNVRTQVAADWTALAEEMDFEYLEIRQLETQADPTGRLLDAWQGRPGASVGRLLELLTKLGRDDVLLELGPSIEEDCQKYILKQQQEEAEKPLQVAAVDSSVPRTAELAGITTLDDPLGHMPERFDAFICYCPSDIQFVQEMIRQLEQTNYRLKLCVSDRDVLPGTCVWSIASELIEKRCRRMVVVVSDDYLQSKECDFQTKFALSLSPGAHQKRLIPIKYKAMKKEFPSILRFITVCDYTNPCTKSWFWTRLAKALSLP
STAT1 inh: reduces IFN-gamma driven STAT1 reporter signal | NIH 3T3 STAT1-luciferase reporter, luminescence | inhibition, % at 5.5 µM | actives 0.35% (n = 200,000) | AID 920;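 active = inhibition above a set limit, the mean inhibition across all tested compounds plus 3 SD, cut at about 34% in these data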;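 note: 0% = IFN-gamma with DMSO and 100% = IFN-gamma with 300 µM nifuroxazide; values of inactives mirror those of a sister screen read the other way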
NF-kB neuron act: compounds increasing NF-kB expression in human neuronal cells. NF-kB reporter expression; active compounds read high. fold change at 12.5 µM. actives 1.6% (n = 190,000). AID 1239; in the data active = fold change above about 3.3
STAT3 blocker: STAT3 signaling inhibition; U3A cells, IL-6 STAT3-luciferase reporter, luminescence; host cell line lacks STAT1; inhibition, % at 5.5 µM; actives 0.89% (n = 190,000);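 active = inhibition above the mean inhibition across all screened compounds plus 3 SD, cut at about 44% in these data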;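 note: 0% = DMSO only wells and 100% = 100 µM nifuroxazide control wells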
STAT3 act: activators of IL-6 induced STAT3 signaling. U3A cells, IL-6 STAT3-luciferase reporter, luminescence; 100% = signal with IL-6 EC80 alone. activation (% of control), % at 5.6 µM. actives 0.91% (n = 190,000);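 active = activation above the screen-wide mean of compound activation plus 3 SD, cut at about 130% in these data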;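 note: 0% = background luminescence of wells with medium and substrate only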
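Material: human U3A cells carrying STAT3-luciferase construct. Measured by: reporter luminescence signal. Timing: compound 1 h, then IL-6 6 h at 37 °C.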
APP 5'UTR act: activates APP 5'UTR luciferase reporter; AID 1276; SH-SY5Y APP 5'UTR luciferase reporter, luminescence; zero percent = DMSO vehicle wells; actives 1% (n = 190,000); activation, % at 2 µM;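 active = activation above a set limit, based on mean plus 3 SD of controls, cut at about 140% in these data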; note: values of inactives mirror those of a sister screen read the other way
* hit, by the source's call; · = no result given.

The first 2 compounds (preview)
SMILES	STAT1 act	Redox H2O2 prof	Hsp70 activator	Efa HMGR inh	TLR4-MyD88 BLA	STAT1 inh	NF-kB neuron act	STAT3 blocker	STAT3 act	APP 5'UTR act
CCCCn1c(SCC(=O)Nc2ccc3c(c2)OCO3)nc2c1c(=O)n(C)c(=O)n2C	83	-4.2	0.2	-1	-8	19	0.91	11	91	-2
Cc1c(-c2ccccc2)nc2ccccc2c1C(=O)OCC(=O)Nc1ncc(C(F)(F)F)cc1Cl	99	0.4	-0.2	1	-22	2	1.5	-21	115	1

Results, repeating the preview:
SMILES	STAT1 act	Redox H2O2 prof	Hsp70 activator	Efa HMGR inh	TLR4-MyD88 BLA	STAT1 inh	NF-kB neuron act	STAT3 blocker	STAT3 act	APP 5'UTR act
CCCCn1c(SCC(=O)Nc2ccc3c(c2)OCO3)nc2c1c(=O)n(C)c(=O)n2C	83	-4.2	0.2	-1	-8	19	0.91	11	91	-2
Cc1c(-c2ccccc2)nc2ccccc2c1C(=O)OCC(=O)Nc1ncc(C(F)(F)F)cc1Cl	99	0.4	-0.2	1	-22	2	1.5	-21	115	1
Cc1ccc(O)c(-c2cc(-c3ccccc3C)[nH]n2)c1	106	1.1	-0.2	0	22	-9	2.8	-12	113	55
O=C(NCc1ccccn1)c1cccs1	96	0.5	0.1	3	4	5	1.2	8	96	7
O=C(COC(=O)c1cc(=O)[nH]c2ccccc12)NC1CCCC1	107	-1.7	-0.3	-7	10	-8	3.1	4	99	-14
COc1ccc(-c2nn(CCC(=O)O)cc2/C=C2\SC(N)=NC2=O)cc1OC	110	0.4	0.1	1	11	-11	1.1	-2	104	14
O=C(N1CCOCC1)N1CCN(c2ccccc2F)CC1	95	-0.6	0.0	3	0	5	1.1	8	101	-17
COc1ccc(-n2c(O)c(C=Nc3ccccc3)c3ccccc3c2=O)cc1	111	-0.4	0.0	-3	12	-14	1.1	25	82	8
Cc1ccc2cc(C(c3nnnn3CC3CCCO3)N3CCCC4(CCCCC4)C3)c(=O)[nH]c2c1 (stereo not drawn)	99	0.1	-0.3	·	5	1	·	-3	106	-1
COc1cc(CNc2ncn[nH]2)ccc1OCc1cccc(C)c1	128	0.1	-0.1	-3	-2	-32	1.7	0	111	19
CCCCC(=O)Nc1ccc(C(=O)OC2CCCCC2)cc1	108	0.2	-0.1	0	2	-9	0.93	6	99	13
Cc1nn(C)c(C)c1S(=O)(=O)N1CCC(C(=O)Nc2ccc3c(c2)OCCO3)CC1	106	-1.0	0.0	-3	-1	-7	0.84	5	103	41
O=C(NCCc1ccccc1)C1(c2ccccc2)CC1(Cl)Cl (stereo not drawn)	95	2.9	-0.3	0	8	5	3.4*	4	102	2
Nc1nc2nc(SCC(=O)N3CCCc4ccccc43)[nH]c2c(=O)[nH]1	102	0.1	-0.1	4	0	-2	0.91	2	100	-3
Cc1cccc(N/C(N)=N/c2nc(C(F)(F)F)cc(C(F)(F)F)n2)c1	97	-0.4	-0.1	3	12	1	0.96	17	89	-2

7 entries drawn at random from the list so far:
SMILES	STAT1 act	Redox H2O2 prof	Hsp70 activator	Efa HMGR inh	TLR4-MyD88 BLA	STAT1 inh	NF-kB neuron act	STAT3 blocker	STAT3 act	APP 5'UTR act
O=C(N1CCOCC1)N1CCN(c2ccccc2F)CC1	95	-0.6	0.0	3	0	5	1.1	8	101	-17
CCCCC(=O)Nc1ccc(C(=O)OC2CCCCC2)cc1	108	0.2	-0.1	0	2	-9	0.93	6	99	13
O=C(COC(=O)c1cc(=O)[nH]c2ccccc12)NC1CCCC1	107	-1.7	-0.3	-7	10	-8	3.1	4	99	-14
CCCCn1c(SCC(=O)Nc2ccc3c(c2)OCO3)nc2c1c(=O)n(C)c(=O)n2C	83	-4.2	0.2	-1	-8	19	0.91	11	91	-2
Cc1nn(C)c(C)c1S(=O)(=O)N1CCC(C(=O)Nc2ccc3c(c2)OCCO3)CC1	106	-1.0	0.0	-3	-1	-7	0.84	5	103	41
Cc1ccc(O)c(-c2cc(-c3ccccc3C)[nH]n2)c1	106	1.1	-0.2	0	22	-9	2.8	-12	113	55
COc1cc(CNc2ncn[nH]2)ccc1OCc1cccc(C)c1	128	0.1	-0.1	-3	-2	-32	1.7	0	111	19

Following part.
SMILES	STAT1 act	Redox H2O2 prof	Hsp70 activator	Efa HMGR inh	TLR4-MyD88 BLA	STAT1 inh	NF-kB neuron act	STAT3 blocker	STAT3 act	APP 5'UTR act
CCC(C)NC(=O)c1cccc(OCc2c(C)noc2C)c1 (stereo not drawn)	95	-0.4	-0.4	4	4	4	1.7	3	102	6
Cc1ccc(NC(=O)/C(C#N)=C/c2ccccc2C(F)(F)F)cc1	99	-0.1	0.1	-3	2	1	1.1	16	92	-11
Cc1ccc(-c2noc(CCC(=O)NCc3ccc4c(c3)OCO4)n2)cc1	101	0.3	-0.1	0	-10	-1	1	2	100	5
O=[N+]([O-])c1ccc(Sc2n[nH]c(-c3ccncc3)n2)nc1	86	-2.1	-0.3	1	-6	15	1.1	-3	104	12
COC(=O)c1c(N)c(C#N)c2n1CCCCC2	99	3.9	0.0	-1	-8	2	0.86	-6	110	-12
COc1ccc(CCN(C(=O)C(F)(F)F)C(C(=O)NC2CCCCC2)c2ccc(C)s2)cc1OC (stereo not drawn)	102	1.0	-0.1	3	8	-2	0.71	8	98	-2
Cc1cc(=O)[nH]c(N/N=C/c2ccco2)n1	99	0.0	0.0	-5	-6	1	0.9	-5	104	0
CCn1cc(CNC(=S)Nc2cccc3ccccc23)cn1	98	1.4	-0.1	-5	-7	0	1.2	2	104	-3
O=C(Oc1ccc(N2C(=O)CCC2=O)cc1)c1ccco1	95	1.5	-0.4	-7	1	5	1	-1	102	14
Cc1nc2c(C(=O)NCCC(C)C)c[nH]n2c(=O)c1Cl	92	0.4	-0.5	6	-2	8	1.1	2	102	22
COc1ccc(Cc2nnc(SCC(=O)N3CCCC(C)C3)o2)cc1 (stereo not drawn)	96	-0.7	-0.3	3	3	3	0.85	6	98	-13
C#Cc1ccc([C@H]2C=C(C(=O)OCC=C)O[C@@H](OCC)[C@@H]2CCCO)cc1	49	0.4	0.1	-2	-8	56*	0.99	·	·	9
Nc1nc(-c2ccc(F)cc2)cs1	113	-1.6	0.0	-2	-2	-14	1.7	4	100	-2
CSc1ncccc1C(=O)OCC(=O)N(C)C	96	0.2	0.1	-2	-4	2	1.1	-3	104	1
CCC(C)NC(=O)CCSCCC(=O)NC(C)CC (stereo not drawn)	108	-0.2	0.4	-1	-10	-9	1.1	-2	104	-5

An excerpt from the list above:
SMILES	STAT1 act	Redox H2O2 prof	Hsp70 activator	Efa HMGR inh	TLR4-MyD88 BLA	STAT1 inh	NF-kB neuron act	STAT3 blocker	STAT3 act	APP 5'UTR act
CSc1ncccc1C(=O)OCC(=O)N(C)C	96	0.2	0.1	-2	-4	2	1.1	-3	104	1
CCC(C)NC(=O)CCSCCC(=O)NC(C)CC (stereo not drawn)	108	-0.2	0.4	-1	-10	-9	1.1	-2	104	-5

Additional compounds:
SMILES	STAT1 act	Redox H2O2 prof	Hsp70 activator	Efa HMGR inh	TLR4-MyD88 BLA	STAT1 inh	NF-kB neuron act	STAT3 blocker	STAT3 act	APP 5'UTR act
CC1CC2(NC(=O)NC2=O)C(C)CN1C (stereo not drawn)	99	1.4	-0.3	-3	-9	2	1.1	11	93	4
COc1ccc(-c2nc(NC(=O)CCNC(=O)c3ccco3)sc2C)cc1	79	0.4	0.3	-8	-4	22	0.82	5	100	-12
COC(=O)C1CC(=O)N(Cc2ccccc2)C1 (stereo not drawn)	107	-0.5	0.1	-4	1	-9	0.93	-7	107	-14
O=C(CN(CCc1ccccc1)C(=O)CNS(=O)(=O)c1ccc(F)cc1)NCc1ccco1	92	1.0	0.2	-7	10	9	0.82	0	105	33
COc1cc(OC)cc(C(=O)N[C@H](C(=O)OCc2cc(=O)oc3cc(C)ccc23)C(C)C)c1	98	-0.8	-0.3	-5	-8	4	1.1	-8	104	3
CCOc1ccc(N2C(=O)/C(=C/c3cccs3)N(C)C2=S)cc1	97	0.2	-0.5	-1	4	3	1.1	-4	105	15
Cn1c(=O)cc(SCC(=O)NCCC2=CCCCC2)c2ccc(Cl)cc21	108	-0.6	-0.2	-5	12	-9	1.2	6	94	2
C/C(=N/NC(=O)CSc1ccccn1)c1ccc([N+](=O)[O-])cc1	106	-0.1	-0.5	-7	-9	-7	1.1	11	94	-12
O=C(COc1ccc(S(=O)(=O)N2CCCCC2)cc1)NCc1ccncc1	105	2.6	0.3	-1	9	-6	1	6	99	12
CC(=O)OCC(=O)c1c[nH]c2ccccc12	95	-0.2	-0.4	-1	-2	4	1	-19	117	7
O=[N+]([O-])c1nn(-c2ccc3c(c2)OCCO3)n(O)c1=NC1CCN(Cc2ccccc2)CC1	101	-0.6	-0.1	-4	5	-2	1.1	3	99	-1
CCCCNC(=O)Nc1cc(C(=O)OC)ccc1C	90	-0.5	0.1	-2	10	11	1.1	-1	102	10
CCNC(=O)CC1C(=O)N(C)C(=S)N1NC(=O)c1ccc(Cl)cc1 (stereo not drawn)	104	1.9	-0.2	0	0	-4	1.1	3	101	10
Cc1ccc2[nH]c3c(N4CCCCCC4)ncnc3c2c1	67	-0.3	-0.6	-5	-22	36*	0.59	68*	48	3
CN(C(=O)COC(=O)c1cc(NS(=O)(=O)c2cc([N+](=O)[O-])ccc2Cl)ccc1O)C1CCCCC1	105	-0.2	0.0	0	1	-5	1	0	108	8
Cc1ccc(S(=O)(=O)NC(=O)NCc2ccc3c(c2)OCO3)cc1	105	0.4	0.1	-3	1	-6	1.1	1	100	-1
COc1ccccc1NC(=O)C1=C(C)Nc2nc(-c3ccccc3)nn2C1c1ccccn1 (stereo not drawn)	101	0.2	-0.5	-5	15	-1	0.62	2	104	·
Cc1cc(C(F)(F)F)n(-c2nc(C(=O)N/N=C/c3ccc(F)cc3)cs2)n1	98	2.0	-0.1	-5	-2	2	1.1	-8	116	7
